# Screening results as filed in PubChem.
# FBPA Giardia inh: qHTS Assay for Inhibitors of Fructose-1,6-bisphosphate Aldolase from Giardia Lamblia. A8B2U2. 290,000 tested, 0.71% active. AID 2451, 2010. Potency, µM (doses to about 59.6 µM), inactives show at the top dose activity, negative = inhibition, hits mostly inhibitors. purified Giardia FBPA; also: potency is read from the fitted curve at half-maximal effect; nearly all actives have a fitted effect of over 55% in size
# Target sequence (A8B2U2 whole entry, looked up): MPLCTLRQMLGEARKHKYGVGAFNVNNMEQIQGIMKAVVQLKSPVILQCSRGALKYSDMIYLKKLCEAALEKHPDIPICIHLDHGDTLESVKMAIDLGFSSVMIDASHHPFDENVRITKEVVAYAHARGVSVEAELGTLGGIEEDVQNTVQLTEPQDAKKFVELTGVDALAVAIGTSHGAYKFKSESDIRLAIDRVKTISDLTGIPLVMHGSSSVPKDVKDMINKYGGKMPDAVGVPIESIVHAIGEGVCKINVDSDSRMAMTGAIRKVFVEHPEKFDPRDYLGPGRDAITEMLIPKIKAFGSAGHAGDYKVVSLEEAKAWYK
#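 40 nM FBPA preincubated 10 min at RT with compound (up to 57.5 uM final), then substrate plus GAPDH/TPI/NAD/arsenate coupling and diaphorase/resazurin added. Fluorescence read after 20 min at RT, 525/598 nm.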
# HCV inh: qHTS Assay for Inhibitors of Hepatitis C Virus (HCV); AID 651820, 2012; Potency, µM (top dose mostly 41.8 µM), inactives show top-dose activity change, negative = inhibition, actives largely listed as inhibitors; Huh7.5.1 HCVcc-Cre infection, luciferase reporter, 44 h; 340,000 tested, 3.4% active; also: potency is read from the fitted curve at half-maximal effect
#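 Infectious HCV cell culture screen: compound-treated cells (1,000/well, pre-plated 4 h) are infected with HCVcc-Cre at roughly 0.5 moi and grown 44 h. Infection is quantified by luciferase signal after 15 min substrate incubation at room temperature.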
# AmpC inh detg: qHTS Inhibitors of AmpC Beta-Lactamase (assay with detergent) | AmpC hydrolysis of nitrocefin, absorbance 480 nm, 0.01% Triton | Potency, µM (doses to about 114 µM), for the others: top-dose activity change, negative = inhibition, most hits filed as inhibitors | 370,000 tested, 0.041% active;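 also: potency is read from the fitted curve at half-maximal effect; 0% = no-compound wells and -100% = no-enzyme wells; nearly all actives have a fitted effect of over 25% in size; some results filed as inactive show a strong effect at the top dose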
# Target sequence (P00811 whole entry, looked up): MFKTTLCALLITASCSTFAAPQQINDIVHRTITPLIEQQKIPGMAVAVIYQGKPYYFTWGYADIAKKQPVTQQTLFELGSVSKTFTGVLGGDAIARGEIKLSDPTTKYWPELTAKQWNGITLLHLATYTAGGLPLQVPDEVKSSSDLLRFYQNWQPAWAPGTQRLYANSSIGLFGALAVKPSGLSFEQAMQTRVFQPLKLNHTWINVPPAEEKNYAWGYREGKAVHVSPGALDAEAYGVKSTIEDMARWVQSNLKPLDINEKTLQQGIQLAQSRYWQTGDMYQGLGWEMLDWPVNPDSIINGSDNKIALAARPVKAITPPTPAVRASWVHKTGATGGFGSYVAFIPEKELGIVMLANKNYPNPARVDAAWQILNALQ
#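 AmpC (5.3 nM in the dispensed reagent) in 20 mM phosphate pH 7.0 with 0.01% (detergent screen) or 0.0001% Triton X-100 was preincubated with compounds for 15 min at room temperature. Nitrocefin was then added from an 800 uM solution, and hydrolysis was followed at 480 nm.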
# AmpC inh no detg: qHTS Inhibitors of AmpC Beta-Lactamase (assay without detergent). Potency, µM (series often up to 57.1 µM), for the others: at the top dose activity change, negative = inhibition, actives largely listed as inhibitors. AmpC nitrocefin hydrolysis, absorbance 480 nm, 0.0001% Triton. AID 485341, 2010. 330,000 tested, 0.52% active. P00811;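 also: potency is read from the fitted curve at half-maximal effect; plate controls were no compound for no effect and no enzyme for full effect; nearly all actives have a fitted effect of over 20% in size; some results filed as inactive show a strong effect at the top dose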
#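 AmpC (5.3 nM in the dispensed reagent) in 20 mM phosphate pH 7.0 with 0.01% (detergent screen) or 0.0001% Triton X-100 was preincubated with compounds for 15 min at room temperature. Nitrocefin was then added from an 800 uM solution, and hydrolysis was followed at 480 nm.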
# HCMV inh: qHTS Assay for inhibitors of the human cytomegalovirus (HCMV) | HFF cells, HCMV-luciferase reporter, 72 h; stronger effect = lower value | AID 1259415, 2018 | activity change, negative = inhibition, % at 57.5 µM | 410,000 tested, 4.5% active; in the data active = activity change below about -60%; inconclusive = no clear call, values can overlap the other calls; inactive = above about -39%
#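 After 16 h attachment at 37C, HFF cells received test compound and HCMV-luciferase (1 PFU/cell); reporter luminescence read 72 h later, data normalized against buffer-only and known inhibitor Salinomycin.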
# Sm TGR block: qHTS Assay for the Inhibitors of Schistosoma Mansoni Peroxiredoxins; Potency, µM (titrated, usually from 114 µM), inactives show top-dose activity change, negative = inhibition, actives largely listed as inhibitors; purified TGR, DTNB reduction, TNB absorbance 405 nm; 360,000 tested, 3% active; AID 485364, 2010; Schistosoma mansoni thioredoxin glutathione reductase (TGR), Q962Y6; also: potency is read from the fitted curve at half-maximal effect; nearly all actives have a fitted effect of over 60% in size
#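 First, TGR (20 nM dispensed) and NADPH were mixed with compound. Second, a 15 min room-temperature incubation followed. Third, further NADPH and then DTNB were added to start the reaction. Finally, TNB absorbance was monitored kinetically.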
# * = called active by the depositor; ? = inconclusive; · = not tested or not shown; [ ] = another dose, or the depositor's remark. Unless noted, calls follow the shape of the dose curve; as a rule, active = well fitted curve in the direction sought with a large enough effect; inconclusive = small, poorly fitted or top-dose-only effect, or another doubt; inactive = no such curve, though single readings can be large; an effect the other way counts as inactive or inconclusive. Unless noted, % is scaled to controls: 0 for no effect and ±100 for the full control effect.
structure,FBPA Giardia inh,HCV inh,AmpC inh detg,AmpC inh no detg,HCMV inh,Sm TGR block
COC(=O)c1cc(NC(=O)CSc2ncn[nH]2)ccc1Cl,-19%,-17%,-3%,-21%,43,-4%
COc1cccc(/C=N/NC(=O)CC2C(=O)NN=C2C)c1O (configuration not stated),-27%,3%,-9%,-19%,33,-1%
COC(=O)c1cc2oc(C)cc2n1Cc1cccc(Cl)c1,·,·,22%,·,14,-21%
O=C(CCN1C(=O)/C(=C\C=C\c2ccccc2)SC1=S)Nc1ccccc1C(=O)O,·,-7%,8%,-12%,?,-24%
Cc1ccc(CCC(=O)Nc2nccs2)o1,-3%,3%,10%,-21%,72,45µM*
COC(=O)c1c(C)oc2ccc(N(C(=O)c3ccncc3)S(=O)(=O)c3ccc(C)cc3C)cc12,-1%,1.6µM*,-24%,-33%,-92*,-7%
COc1ccc(S(=O)(=O)NCC(=O)NCc2cc(=O)n(C)c(=O)n2C)cc1F,3%,11%,-2%,-4%,-14,-3%
Cc1cccc(C)c1NC(=O)CSCC(=O)c1ccc(O)c(O)c1,?,?,-13%,-19%,31,-14%
CCn1c(=O)cc(SCC(=O)NCC2CCCO2)c2ccccc21 (configuration not stated),4%,7%,?,-6%,59,5%
COc1cccc(C2C(=O)N(C3CCCCC3)CC(=O)N2Cc2ccc(F)cc2)c1 (configuration not stated),1%,?,-12%,54%,-18,0%
CC(C)C(NC(=O)COc1ccccc1)C(=O)O (configuration not stated),10%,?,1%,-5%,-18,9%
COC(=O)CC/C(O)=C1/C(=N)CC(C)(C)CC1=O,5%,0%,1%,-10%,-5,-13%
CCOc1ccc(OCCNC(=O)c2ccc3c(c2)nnn3CC)cc1,·,-4%,·,-13%,59,·
Cc1ccc(NC(=S)N(C)N)cc1Cl,-25%,23%,6%,-13%,35,·
O=C(CSc1nc(-c2ccccc2)no1)N1CCCCC1,·,·,7%,·,7,5%
CCN(CCO)C(=S)Nc1cc(S(=O)(=O)N(C)C)ccc1C,1%,24%,?,-13%,-33,5%
CC(C)n1nnnc1SCC(=O)N1N=C(c2cccs2)CC1c1cccs1 (configuration not stated),·,?,0%,-3%,27,0%
O=C(NCc1ccco1)C(=O)c1c[nH]c2ccccc12,2%,16%,-2%,-24%,-4,-4%
C[C@H](CO)N1C[C@H](C)[C@@H](CN(C)Cc2ccc(Cl)c(Cl)c2)Oc2c(NS(=O)(=O)c3cn(C)cn3)cccc2C1=O,·,-1%,·,221%[activator],43,·
CSCCC(NS(=O)(=O)/C=C/c1ccccc1)C(=O)N1CCC(C)CC1 (configuration not stated),-1%,-1%,-7%,57%,20,-24%
Cc1[nH]c(C)c(S(=O)(=O)NCc2ccc(F)cc2)c1C(=O)N1CCCCC1,·,6%,0%,-13%,?,-1%
COCCN(Cc1cc2cc(C)ccc2n2nnnc12)C(=S)Nc1ccccc1C,-4%,8%,-8%,-3%,92,1%
Cc1c(CCNC(=O)c2ccco2)sc2nc(-c3ccc(F)cc3)nn12,·,·,5%,·,-19,2%
O=C(Nc1ccc(F)cc1)C(c1ccccc1)N1CCN(S(=O)(=O)c2ccc3ccccc3c2)CC1 (configuration not stated),-2%,-4%,?,-20%,?,-1%
Cc1ccc(S(=O)(=O)N2CCN(C(=O)c3ccccc3OCc3c(C)noc3C)CC2)cc1,·,0.56µM*,-3%,137%[activator],0,8%
COc1ccccc1-c1c(C)nn2c(N3CCN(c4ccccc4)CC3)cc(C)nc12,·,·,2%,·,-14,7%
O=C(NCCCN1CCOCC1)C1(c2ccccc2)CCOCC1,0%,9%,-11%,-10%,3,0%
CCCC(=O)NC(c1ccc(N(C)C)cc1)c1ccc2cccnc2c1O (configuration not stated),?,3.2µM*,?,34%,-98*,-5%
O=C(Nc1ccccc1)c1ccccc1NC(=O)[C@H]1CCCC[C@H]1C(=O)O,1%,4%,-6%,-4%,?,11%
CC1CN(C(=S)NC(=O)c2ccccc2)CC(C)O1 (configuration not stated),·,23%,-2%,-10%,14,2%
OC(COc1c(F)cc(Br)cc1F)CN1CCN(c2ccc(F)cc2)CC1 (configuration not stated),-3%,-8%,-1%,47%,14,0%
Cc1onc(-c2ccccc2Cl)c1C(=O)N1CC(C)OC(C)C1 (configuration not stated),2%,10%,?,-12%,38,7%
COc1ccc(CC(=O)N/N=C/c2cccnc2)cc1OC,·,16%,7%,-14%,8,-28%
COC(=O)COc1ccc(S(=O)(=O)NCc2ccc3c(c2)OCO3)cc1C,10%,7%,3%,-19%,52,0%
O=c1[nH]c(=S)[nH]nc1Cc1ccccc1,13%,3%,-2%,-22%,-12,0%
NS(=O)(=O)c1cccc(NC(=O)COC(=O)C2CCN(S(=O)(=O)c3cccs3)CC2)c1,5%,15%,2%,-34%,0,-8%
CN(CC(=O)Nc1ccc(F)cc1)C(=O)CN1C(=O)NC2(CCCC2)C1=O,·,0%,8%,-12%,-12,2%
O=C(c1cccc(Cl)c1)N1CCn2c1nc1ccccc12,0%,11%,-9%,-27%,-38,7%[57.1 µM]
COc1ccccc1CNC(=O)c1cc(C2CC2)nc2c1cnn2C(C)C,·,1µM*,9%,-7%,-23,0%
COc1cc(C(=O)OCC(=O)NC2CCS(=O)(=O)C2)ccc1OCc1c(C)noc1C (configuration not stated),-6%,11%,?,2%,46,-15%
CCOc1ccccc1Nc1nnc(SCC(=O)NC2CC2)s1,·,7%,·,-10%,130,·
CNC(=O)c1ccc(NC(=O)COc2ccc(-c3nn(C)c(=O)c4ccccc34)cc2)cc1,·,·,23%,·,-5,-2%
O=C1/C(=N\S(=O)(=O)c2cccs2)C([n+]2ccccc2)=C([O-])c2ccccc21,?,6.3µM*,-8%,-5%,-66*,-19%
C=CCN(c1ccccc1C(=O)NCC(=O)O)S(=O)(=O)c1ccc(C)cc1,7%,17%,4%,-13%,-2,4%
CCC(CC)C(=O)N1CCN(c2ccccc2)CC1,-6%,17%,8%,3%,-31,2%
O=C(NCC(c1ccc2c(c1)OCO2)N1CCOCC1)C(=O)Nc1ccccc1 (configuration not stated),·,·,2%,·,12,11%
Cc1[nH]c2ccccc2c1CCC(N)=O,-2%,-3%,-17%,-15%,14,-4%
Fc1ccccc1-c1nc(N2CCCCC2)c2ccccc2n1,4%,0%,?,-11%,-14,3%
CSc1ccc(CCNC(=O)c2c(C)nn(-c3ccc(F)cc3)c2-n2cccc2)cc1,·,·,19%,·,?,4%
CCOC(=O)c1c(NC(=O)C(C)Sc2cn(C)c3ccccc23)sc2c1CCC2 (configuration not stated),-3%,-4%[8.37 µM],5%,-16%,?,-26%

# Continuation:
structure,FBPA Giardia inh,HCV inh,AmpC inh detg,AmpC inh no detg,HCMV inh,Sm TGR block
CN(CCC#N)C(=O)COC(=O)c1ccc2[nH]c3c(c2c1)CCCC3,-6%,?,-2%,27%,-73*,2%
O=C(CNS(=O)(=O)c1ccccc1)N/N=C/c1ccncc1,·,0%,?,-11%,0,-22%
Cc1ccc(CNC(=O)CCCNS(=O)(=O)c2cccc3nonc23)cc1,2%,11%,-2%,26%,16,-8%
COc1cc(NC(=O)CCN2CCN(C/C=C/c3ccccc3)CC2)cc(OC)c1,11%,-9%,-10%,190%[activator],-18,-3%
CC1(C)Oc2ccc(C(=O)N3CCCCC3)cc2N(CC(=O)NCc2ccccc2)C1=O,0%,9%,0%,-1%,?,-23%
CN1CCCC(C(=O)c2ccc(Cl)cc2)C1 (configuration not stated),4%,-15%,-6%,-35%,34,35µM*
CCC(C)C1(CC)C(=O)NC(=O)N=C1N (configuration not stated),-2%,1%,-3%,-23%,18,-5%
O=C(CN1C(=O)COc2ccccc21)N1CCOCC1,·,22%,-2%,6%,0,0%
COc1ccc(C2C(C(N)=O)=C(C)Nc3nc(-c4ccccc4OC)nn32)cc1OC (configuration not stated),1%,1%,?,3%,134,3%
CC(C)NC(=O)C1CCN(C(=O)C(C(=O)c2ccccc2)n2cc(Cl)ccc2=O)CC1 (configuration not stated),-17%,9%,8%,-4%,-11,-8%

# Part of the list above in order of SMILES length, largest number first.
structure,FBPA Giardia inh,HCV inh,AmpC inh detg,AmpC inh no detg,HCMV inh,Sm TGR block
C[C@H](CO)N1C[C@H](C)[C@@H](CN(C)Cc2ccc(Cl)c(Cl)c2)Oc2c(NS(=O)(=O)c3cn(C)cn3)cccc2C1=O,·,-1%,·,221%[activator],43,·
O=C(Nc1ccccc1)c1ccccc1NC(=O)[C@H]1CCCC[C@H]1C(=O)O,1%,4%,-6%,-4%,?,11%
CN(CC(=O)Nc1ccc(F)cc1)C(=O)CN1C(=O)NC2(CCCC2)C1=O,·,0%,8%,-12%,-12,2%
COc1cc(NC(=O)CCN2CCN(C/C=C/c3ccccc3)CC2)cc(OC)c1,11%,-9%,-10%,190%[activator],-18,-3%
O=C(NCC(c1ccc2c(c1)OCO2)N1CCOCC1)C(=O)Nc1ccccc1 (configuration not stated),·,·,2%,·,12,11%
CSCCC(NS(=O)(=O)/C=C/c1ccccc1)C(=O)N1CCC(C)CC1 (configuration not stated),-1%,-1%,-7%,57%,20,-24%
CN(CCC#N)C(=O)COC(=O)c1ccc2[nH]c3c(c2c1)CCCC3,-6%,?,-2%,27%,-73*,2%
Cc1onc(-c2ccccc2Cl)c1C(=O)N1CC(C)OC(C)C1 (configuration not stated),2%,10%,?,-12%,38,7%
CCOc1ccc(OCCNC(=O)c2ccc3c(c2)nnn3CC)cc1,·,-4%,·,-13%,59,·
CCn1c(=O)cc(SCC(=O)NCC2CCCO2)c2ccccc21 (configuration not stated),4%,7%,?,-6%,59,5%
COC(=O)CC/C(O)=C1/C(=N)CC(C)(C)CC1=O,5%,0%,1%,-10%,-5,-13%
O=C(c1cccc(Cl)c1)N1CCn2c1nc1ccccc12,0%,11%,-9%,-27%,-38,7%[57.1 µM]
Fc1ccccc1-c1nc(N2CCCCC2)c2ccccc2n1,4%,0%,?,-11%,-14,3%
O=C(CSc1nc(-c2ccccc2)no1)N1CCCCC1,·,·,7%,·,7,5%
Cc1[nH]c2ccccc2c1CCC(N)=O,-2%,-3%,-17%,-15%,14,-4%
